LANA DNA inh: KSHV C-LANA DNA binding inhibition | MBP-C-LANA/FAM-LBS DNA binding, fluorescence polarization | inhibition, % at 9 µM | hit rate 0.078% among 340,000;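 active = highest replicate inhibition at or above 60% at 9 µM, even if other replicates fall short; inactive = all replicates below 60% inhibition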;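 also: 0% = neutral control wells and 100% = 4 µM acridine orange control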
Keap1-Nrf2 PPI: Keap1-Nrf2 (human) interaction inhibition; Q14145; Keap1 Kelch-Nrf2 peptide fluorescence polarization, 1536-well; inhibition, % at 9.4 µM; hit rate 0.15% among 340,000; AID 504523; in the data active = inhibition above about 12%;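 also: human Keap1 Kelch domain with fluorescein labeled Nrf2 9mer peptide probe; 0% = neutral control wells and 100% = peptide positive control; higher means more block of Keap1 binding to Nrf2 peptide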
DSG3 Ab inh: human desmoglein-3 autoantibody binding inhibition. DSG3-coupled beads, scFv-anti-DSG3-GFP binding, flow cytometry; stronger effect = lower value. AID 588358. hit rate 0.48% among 310,000. P32926. binding (percent of control), % at 10 µM;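 active = binding more than 3 SD below its plate's average and above zero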;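 also: hits lower antibody fragment binding to DSG3; some compounds called inactive have numbers as strong as hits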
Target sequence (P32926 whole entry, looked up, the tested form may be a part): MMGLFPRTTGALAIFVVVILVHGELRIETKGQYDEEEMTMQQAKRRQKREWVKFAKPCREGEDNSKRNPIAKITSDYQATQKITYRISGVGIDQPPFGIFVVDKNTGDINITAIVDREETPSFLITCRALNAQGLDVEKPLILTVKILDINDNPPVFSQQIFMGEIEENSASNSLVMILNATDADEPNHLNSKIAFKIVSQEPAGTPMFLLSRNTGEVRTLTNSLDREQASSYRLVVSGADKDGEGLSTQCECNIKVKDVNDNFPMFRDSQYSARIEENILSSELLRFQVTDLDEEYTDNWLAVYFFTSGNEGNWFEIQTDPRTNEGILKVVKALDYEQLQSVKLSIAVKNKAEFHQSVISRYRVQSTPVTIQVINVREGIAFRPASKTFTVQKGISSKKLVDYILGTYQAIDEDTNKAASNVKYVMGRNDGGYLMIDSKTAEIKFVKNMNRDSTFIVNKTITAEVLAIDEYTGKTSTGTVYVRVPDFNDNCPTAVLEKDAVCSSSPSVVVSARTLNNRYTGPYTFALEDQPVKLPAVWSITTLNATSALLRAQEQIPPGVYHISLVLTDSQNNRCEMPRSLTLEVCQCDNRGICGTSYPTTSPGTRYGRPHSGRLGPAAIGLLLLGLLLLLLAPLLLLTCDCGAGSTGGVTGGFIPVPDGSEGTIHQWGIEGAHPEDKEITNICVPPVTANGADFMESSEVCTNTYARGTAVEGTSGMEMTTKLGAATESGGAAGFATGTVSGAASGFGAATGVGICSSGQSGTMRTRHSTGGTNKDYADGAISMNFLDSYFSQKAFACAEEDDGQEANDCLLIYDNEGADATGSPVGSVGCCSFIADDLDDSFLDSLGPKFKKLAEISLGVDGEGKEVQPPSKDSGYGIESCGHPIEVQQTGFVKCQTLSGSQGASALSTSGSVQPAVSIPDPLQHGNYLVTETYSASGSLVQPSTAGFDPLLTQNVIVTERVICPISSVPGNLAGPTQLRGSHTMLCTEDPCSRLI
CAL PDZ FP-1: blocks peptide binding to human CAL PDZ domain. Q9HD26. purified CAL PDZ, TMR-peptide fluorescence polarization, 1 h. inhibition, % at 20 µM. hit rate 0.02% among 330,000. AID 504414;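 active = highest replicate inhibition of at least 40%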;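 also: plate controls were DMSO neutral control wells for no effect and unlabeled competitor peptide control wells for full effect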
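material = purified tagged CAL PDZ domain construct (CerCALP) | buffer or medium = sodium phosphate/NaCl buffer pH 7.4 with TCEP, IgG, Thesit | reagent = TMR-labelled reporter peptide T*-PRC34 bound in PDZ groove | incubation = 1 h room-temperature incubation prior to read | measured by = fluorescence polarization (mP) | evaluation = percent inhibition from loss of millipolarization | control set = unlabelled peptide and DMSO controls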
DAGLB inh: blocks human DAGLB lipase activity. HEK293T DAGLB membrane lysate, EnzChek fluorogenic substrate. inhibition, % at 5.17 µM. hit rate 0.059% among 340,000. AID 504411; in the data active = inhibition above about 34%;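 also: 0% = enzyme with vehicle and 100% = wells lacking enzyme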
NSD2 HMT inh: blocks human histone methyltransferase NSD2. inhibition, % at 12.5 µM. NSD2 peptide methylation, AlphaScreen, 120 min. hit rate 0.54% among 310,000; in the data active = inhibition above about 50%
V-ATPase pH: alters yeast V-ATPase proton transport; S. cerevisiae, pHLuorin cytosolic pH fluorescence; response, % at 10 µM; hit rate 0.37% among 350,000; AID 504577; in the data active = response mostly above about 7.3%, no sharp cut-off; inactive = mostly below about 5.4%; also: actives read high; inactives centre near 0; some compounds called inactive have numbers as strong as hits
Arrestin-AP2 inh: inhibitors of human beta-arrestin and AP2 interaction; FITC-arrestin peptide / GST-AP2 beads, flow cytometry; AP2 beta2 appendage carries R879A mutation; inhibition, % at 10 µM; hit rate 0.31% among 340,000;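 active = inhibition above a set limit, near 3 SD of compounds lacking own fluorescence, cut at about 54% in these data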;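 also: plate controls were DMSO wells for no effect and 5 µM unlabelled arrestin peptide for full effect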
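Assay system: GST-AP2 R879A bound to glutathione beads, E. coli-expressed; Medium: PBS with 0.05% Tween 20 and 0.1% BSA; Also added: fluorescein-tagged arrestin peptide at 50 nM final; Timing: 12 min plus 1 h, RT; Measured by: flow cytometry, FL1 (488/535 nm); Evaluation: percent drop in bead-associated FITC signal.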
Cardiac RTF inh: cardiac RTF calcium desensitization; hit rate 0.12% among 340,000; AID 493244; IANBD-labeled cardiac RTF, Ca2+ fluorescence; inhibition, % at 7.15 µM;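 active = inhibition above the mean inhibition of all tested compounds plus 3 SD, cut at about 17% in these data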;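 also: assay run at fixed EC70 calcium of 1.6 mM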
CAL PDZ FP-2: blocks peptide binding to the human CAL PDZ domain. purified CAL PDZ, TMR-peptide fluorescence polarization, 1 h. AID 602252. Q9HD26. inhibition, % at 24.9 µM. hit rate 0.92% among 300,000;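 active = mean inhibition of at least 30% with at least half of replicates also reaching 30%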;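 also: 0% = DMSO neutral control and 100% = excess unlabeled competitor peptide PRC23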
* = called active by the depositor; · = no result given; & = joins results of further samples. These rows are one share of the data; rates above refer to the full screens.

A first look, 2 compounds:
Codes: A = LANA DNA inh; B = Keap1-Nrf2 PPI; C = DSG3 Ab inh; D = CAL PDZ FP-1; E = DAGLB inh; F = NSD2 HMT inh; G = V-ATPase pH; H = Arrestin-AP2 inh; I = Cardiac RTF inh; J = CAL PDZ FP-2
1: Cc1ccc(NP(=O)(c2ccccc2)c2nc3ccccc3s2)cc1 (stereo not drawn)
  A = -0.8 | B = -1 | C = 97 | D = -2.3 | E = -1 | F = 1 | G = 2 | H = 3 | I = -4 | J = 1

2: COC(=O)C1=C(c2ccccc2OCc2ccccc2)C[C@@H]2CC[C@H]1N2C(=O)NCc1ccc(C(C)(C)C)cc1
  A = 1.2 | B = -2 | C = 93 | D = -1.0 | E = -35 | F = · | G = 2 | H = -2 | I = -1 | J = 1

This part in full, from the start:
Codes: A = LANA DNA inh; B = Keap1-Nrf2 PPI; C = DSG3 Ab inh; D = CAL PDZ FP-1; E = DAGLB inh; F = NSD2 HMT inh; G = V-ATPase pH; H = Arrestin-AP2 inh; I = Cardiac RTF inh; J = CAL PDZ FP-2
1: Cc1ccc(NP(=O)(c2ccccc2)c2nc3ccccc3s2)cc1 (stereo not drawn)
  A = -0.8 | B = -1 | C = 97 | D = -2.3 | E = -1 | F = 1 | G = 2 | H = 3 | I = -4 | J = 1

2: COC(=O)C1=C(c2ccccc2OCc2ccccc2)C[C@@H]2CC[C@H]1N2C(=O)NCc1ccc(C(C)(C)C)cc1
  A = 1.2 | B = -2 | C = 93 | D = -1.0 | E = -35 | F = · | G = 2 | H = -2 | I = -1 | J = 1

3: CCCSc1nc(O)c(CC)c(=O)n1C(C)CC (stereo not drawn)
  A = -2.8 | B = 1 | C = 98 | D = -1.8 | E = 0 | F = 1 | G = 0 | H = 0 | I = -1 | J = ·

4: Nc1ncnc2c1ncn2[C@@H]1O[C@H](COP(=O)(O)CP(=O)(O)O)[C@@H](O)[C@H]1O
  A = 1.0 | B = -3 | C = 107 | D = -0.8 | E = 1 | F = · | G = 7 | H = 1 | I = 3 | J = -1

5: Cc1ccc(-c2cc(-c3ccccc3)cc(-c3ccccc3)[n+]2-c2ccc(C(=O)O)cc2)cc1
  A = -8.4 | B = -3 | C = · | D = 0.3 | E = -2 | F = · | G = 2 | H = -5 | I = -6 | J = 0

6: Cc1cc(NC(=O)CCC(=O)N2CCC3(CC2)OCCO3)no1
  A = -0.5 | B = -6 | C = 106 | D = -3.7 | E = 0 | F = -5 | G = 0 | H = 1 | I = -11 | J = -1

7: CN1c2ccc([N+](=O)[O-])cc2CC2(C(=O)NC(=O)N(c3ccccc3)C2=O)C1c1ccccc1 (stereo not drawn)
  A = 1.1 | B = -3 | C = 101 | D = 0.3 | E = 1 | F = 19 | G = 1 | H = 6 | I = -4 | J = -4

8: CCCCCCn1c(O)c(C=NCCCn2ccnc2)c(=O)[nH]c1=O
  A = -4.7 | B = -17 | C = 105 | D = 0.1 | E = 1 | F = -3 | G = -1 | H = 17 | I = -7 | J = -6

9: O=P1(Nc2ccc(F)cc2)COc2ccccc2OC1
  A = -0.2 | B = 0 | C = 101 | D = -1.0 | E = -3 | F = -6 | G = -1 | H = 20 | I = -1 | J = -6

10: COc1ccccc1N1C(=O)NC(=O)/C(=C/c2ccc3c4c(cccc24)CC3)C1=O
  A = 1.1 | B = 2 | C = 104 | D = 0.3 | E = -1 | F = 22 | G = -3 | H = 6 | I = -5 | J = -2

11: CCn1c(O)c(C=NCCc2c[nH]c3ccccc23)c(=O)[nH]c1=O
  A = 0.2 | B = 2 | C = 100 | D = · | E = 3 | F = -1 | G = 0 | H = -8 | I = -3 | J = -1

12: C[C@]12CC[C@H](OS(=O)(=O)O)CC1=CC[C@@H]1[C@@H]2CC[C@]2(C)C(=O)CC[C@@H]12
  A = 2.3&0.7&-0.2 | B = -7&-3&0 | C = 104&108&105 | D = -0.8&-0.6&0.2 | E = 2&5&4 | F = · | G = 0&-4&-1 | H = 6&0&3 | I = -6&1&7 | J = -1&-5&-3

13: CC/C(=N\N1CCCCCC1)c1c(O)n(-c2ccccc2C)c(=O)[nH]c1=O
  A = 2.4 | B = -3 | C = 98 | D = -2.5 | E = 5 | F = 2 | G = -1 | H = 2 | I = 1 | J = 9

14: Cc1c(NP(=S)(C(C)(C)C)C(C)(C)C)c(=O)n(-c2ccccc2)n1C
  A = 0.1 | B = 2 | C = 101 | D = -0.7 | E = -1 | F = -4 | G = -1 | H = 16 | I = 1 | J = 4

15: CC(=O)Nc1ccccc1C(=O)OCc1ccc(C(=O)c2ccccc2)cc1
  A = 1.4 | B = -2 | C = 108 | D = -1.6 | E = -9 | F = -2 | G = 1 | H = 14 | I = -6 | J = -1

16: COc1ccc(OC)c(N2C(=O)NC(=O)C3(Cc4cc(C)ccc4N(C)C3)C2=O)c1 (stereo not drawn)
  A = 2.2 | B = -1 | C = 94 | D = -1.1 | E = 0 | F = 7 | G = -5 | H = 24 | I = -4 | J = -3

17: CN1CC[C@@]23CCCC[C@@H]2[C@@H]1Cc1ccc(O)cc13
  A = -0.5 | B = 3 | C = 101 | D = -0.5 | E = -2 | F = · | G = 4 | H = 8 | I = 2 | J = -3

18: CCN(CC)C(=O)c1ccc(NC(=O)c2ccc(-c3nn(C)c(=O)c4ccccc34)cc2)cc1
  A = 0.3 | B = -2 | C = 84 | D = -1.4 | E = 1 | F = -1 | G = 0 | H = -12 | I = 1 | J = -3

19: COc1ccc(C2N(c3cc(C)on3)C(=O)C3CCCN32)cc1 (stereo not drawn)
  A = 0.3 | B = 0 | C = 100 | D = -2.3 | E = -1 | F = 1 | G = 0 | H = -11 | I = -5 | J = -1

20: COc1cc(CN2CCCC(C(=O)c3sccc3C)C2)cc(OC)c1O (stereo not drawn)
  A = -2.1 | B = -2 | C = 98 | D = -0.3 | E = 2 | F = -1 | G = 2 | H = 27 | I = 6 | J = 0

21: CCCNC(=O)N1[C@H]2CC[C@@H]1C(C(=O)OC)=C(c1ccc(F)cc1OCc1ccccc1)C2
  A = -1.1 | B = 1 | C = 93 | D = -0.9 | E = -1 | F = · | G = 2 | H = 11 | I = -22 | J = -1

22: COc1cc2c(cc1OC)C1C(=O)c3ccc4c(c3OC1CO2)CC(C(C)C)O4 (stereo not drawn)
  A = 0.1 | B = -3 | C = 103 | D = 0.4 | E = -2 | F = 4 | G = 1 | H = 8 | I = -3 | J = 9

23: O=C1CN=C(c2ccccc2)c2cc(Cl)ccc2N1
  A = -1.9 | B = -2 | C = 102 | D = -0.7 | E = -4 | F = · | G = 0 | H = 11 | I = -3 | J = 9

24: CCN(CC)C(=O)c1ccc(NC(=O)c2sccc2-c2ccccc2)cc1
  A = -3.2 | B = -1 | C = · | D = -2.5 | E = -5 | F = 12 | G = -3 | H = 46 | I = -2 | J = -1

25: CN1OC[C@@H]2CN[C@H](c3ccccc3Br)C[C@@H]21
  A = 1.4 | B = -1 | C = 103 | D = -0.1 | E = 0 | F = · | G = 0 | H = 16 | I = -1 | J = 2

26: N=C1c2ccccc2CN1NC(=O)C1CC1
  A = 0.4 | B = 0 | C = · | D = 0.0 | E = 2 | F = -5 | G = 8 | H = 32 | I = 8 | J = -2

27: COCCN(C(=O)COC(=O)Cc1ccccc1)c1c(N)n(Cc2ccccc2)c(=O)[nH]c1=O
  A = -0.1 | B = 0 | C = 101 | D = -0.5 | E = -2 | F = 0 | G = 2 | H = -2 | I = -2 | J = 7

Reformatted with bars between the fields: part of the list above.
No. | Compound | LANA DNA inh | Keap1-Nrf2 PPI | DSG3 Ab inh | CAL PDZ FP-1 | DAGLB inh | NSD2 HMT inh | V-ATPase pH | Arrestin-AP2 inh | Cardiac RTF inh | CAL PDZ FP-2
12 | C[C@]12CC[C@H](OS(=O)(=O)O)CC1=CC[C@@H]1[C@@H]2CC[C@]2(C)C(=O)CC[C@@H]12 | 2.3&0.7&-0.2 | -7&-3&0 | 104&108&105 | -0.8&-0.6&0.2 | 2&5&4 | · | 0&-4&-1 | 6&0&3 | -6&1&7 | -1&-5&-3
13 | CC/C(=N\N1CCCCCC1)c1c(O)n(-c2ccccc2C)c(=O)[nH]c1=O | 2.4 | -3 | 98 | -2.5 | 5 | 2 | -1 | 2 | 1 | 9
14 | Cc1c(NP(=S)(C(C)(C)C)C(C)(C)C)c(=O)n(-c2ccccc2)n1C | 0.1 | 2 | 101 | -0.7 | -1 | -4 | -1 | 16 | 1 | 4
15 | CC(=O)Nc1ccccc1C(=O)OCc1ccc(C(=O)c2ccccc2)cc1 | 1.4 | -2 | 108 | -1.6 | -9 | -2 | 1 | 14 | -6 | -1
16 | COc1ccc(OC)c(N2C(=O)NC(=O)C3(Cc4cc(C)ccc4N(C)C3)C2=O)c1 (stereo not drawn) | 2.2 | -1 | 94 | -1.1 | 0 | 7 | -5 | 24 | -4 | -3

Fetched by compound from above, two records:
Codes: A = LANA DNA inh; B = Keap1-Nrf2 PPI; C = DSG3 Ab inh; D = CAL PDZ FP-1; E = DAGLB inh; F = NSD2 HMT inh; G = V-ATPase pH; H = Arrestin-AP2 inh; I = Cardiac RTF inh; J = CAL PDZ FP-2
4: Nc1ncnc2c1ncn2[C@@H]1O[C@H](COP(=O)(O)CP(=O)(O)O)[C@@H](O)[C@H]1O
  A = 1.0 | B = -3 | C = 107 | D = -0.8 | E = 1 | F = · | G = 7 | H = 1 | I = 3 | J = -1

11: CCn1c(O)c(C=NCCc2c[nH]c3ccccc23)c(=O)[nH]c1=O
  A = 0.2 | B = 2 | C = 100 | D = · | E = 3 | F = -1 | G = 0 | H = -8 | I = -3 | J = -1

Bioassay records from PubChem BioAssay.
